Compound activity (PubChem)
INS-1E GSIS act – GLuc luminescence reporter in INS-1E cells, primary screen for activators of glucose-dependent secretion of insulin | INS-1E GLuc reporter insulin secretion, 2-3 h | activation, % at 16.6 µM | 370,000 compounds, 0.61% hits;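 active = lowest replicate activation of at least 40%, so every replicate reaches that level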;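 also: 0% = median of neutral control wells and 100% = median of IBMX positive control wells; some compounds called inactive have numbers as strong as hits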
EWS-Fli block – EWS/Fli-driven NR0B1 reporter inhibitors, primary screen, A673 cells, NR0B1 luciferase, luminescence, MLPCN library; viability-normalised; inhibition, % at 12.6 µM; 350,000 compounds, 0.67% hits;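 active = mean inhibition of at least 50% after viability correction, with every replicate also passing that limit; inconclusive = mean reaches 50% but only one of two replicates passes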;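 also: firefly luciferase signal divided by Alamar Blue viability fluorescence both relative to DMSO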
DENV2 CPE rescue – inhibitors of DENV2 cytopathic effect, primary screen, cell-based, plate reader, single concentration. CPE inhibition, % at 9.99 µM. 350,000 compounds, 1.7% hits. DENV2-infected cells, cytopathic effect rescue; in the data active = CPE inhibition above about 20%, passing the limit was not always enough; inconclusive = no clear call, values can overlap the other calls; tested in BHK-21 cells;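 also: 0% = median of neutral control wells and 100% = median of positive control wells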
ERp5 inh – inhibitors of ERp5-driven insulin aggregation, primary screen, biochemical, turbidity, absorbance 650 nm, single point; 90 min; inhibition, % at 9.99 µM; 350,000 compounds, 0.05% hits; AID 651711, 2012; Protein disulfide-isomerase A6 (Homo sapiens), Q15084;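 active = mean replicate inhibition above about 25%, with every replicate also reaching it, limit read from the data, passing the limit was not always enough; inconclusive = only one of those two criteria met; inactive = neither criterion met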
Target sequence (Q15084 whole entry, looked up): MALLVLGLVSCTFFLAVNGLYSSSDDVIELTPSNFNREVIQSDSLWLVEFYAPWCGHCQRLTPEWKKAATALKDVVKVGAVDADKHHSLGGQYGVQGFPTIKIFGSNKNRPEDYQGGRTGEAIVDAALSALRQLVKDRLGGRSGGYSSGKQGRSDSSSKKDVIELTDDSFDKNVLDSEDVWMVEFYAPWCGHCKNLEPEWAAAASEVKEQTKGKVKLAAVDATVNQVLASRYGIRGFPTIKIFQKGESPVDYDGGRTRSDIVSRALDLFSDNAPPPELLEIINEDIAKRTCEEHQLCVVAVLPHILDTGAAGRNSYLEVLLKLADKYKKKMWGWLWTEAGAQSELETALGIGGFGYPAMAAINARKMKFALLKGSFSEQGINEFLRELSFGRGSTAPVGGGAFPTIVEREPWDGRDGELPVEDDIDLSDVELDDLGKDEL
CFTR F508del cor – F508del CFTR correction, initial screen, CFBE line, single point. CFBE cells, YFP halide quenching; stimulated with forskolin plus potentiator P3; % fluorescence drop versus neutral controls. activity (quench increase), % at 7.58 µM. 350,000 compounds, 0.36% hits. AID 720511, 2013;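 active = mean added fluorescence quench of at least 8% versus neutral control, with both replicates also reaching 8%; inconclusive = only one of the mean or replicate conditions met; inactive = mean below 8% and not both replicates reaching 8%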;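 also: cells transiently co-express mutant CFTR-F508del with the halide-sensitive YFP; corrector assay measuring rescue of mutant channel to the surface after 24 h compound exposure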
PAX8 reporter – inhibitors of PAX8-driven TPO luciferase reporter, primary screen, RMG-I cells, single concentration. SteadyGlo, 24 h. inhibition, % at 12.6 µM. AID 652154, 2013. 360,000 compounds, 1.2% hits;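 active = mean replicate inhibition at least 60% with every replicate also reaching 60%; inconclusive = only one of the two criteria is met; inactive = mean below 60% and not all replicates reaching 60%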;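 also: luciferase light reporting Pax8 driven TPO promoter activity; plate controls were median of neutral control wells for no effect and mitoxantrone controls for full effect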
ARNT-TACC3 inh – disruptors of ARNT/TACC3 protein interaction, primary screen, biochemical, AlphaScreen, single concentration. Transforming acidic coiled-coil-containing protein 3 (Homo sapiens), Q9Y6A5. AlphaScreen His-ARNT PAS-B/GST-TACC3 binding, luminescence; TACC3 fragment carries E629A point mutation. inhibition, % at 9.99 µM. 390,000 compounds, 0.66% hits;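 active = mean inhibition of replicates at least 50% and at least half of replicates each reaching 50%; inconclusive = half or more replicates reach 50% but mean below 50%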;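 also: 0% = complete ARNT plus TACC3 wells and 100% = ARNT alone without TACC3; many hits fall short of the cut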
XiGFP reactiv – activators of inactive X chromosome reactivation, primary screen, imaging, XiGFP fibroblasts, GFP high-content imaging, set 2; XiGFP mouse fibroblasts, % GFP-positive cells imaging, 3 d; cells co-treated with 5-aza-dC sensitizer; scaled so ellipticine positive control = 100%; 360,000 compounds, 0.055% hits; activation, % at 7.58 µM;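 active = mean normalized replicate activation at least 10% and every replicate at or above 10%; inconclusive = only one of the two criteria met; inactive = mean below 10% and not all replicates reach 10%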;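 also: 0% = median of on-plate neutral control wells and 100% = ellipticine 6 µM median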
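Assay system: SV40-immortalized XiGFP fibroblast cells, line 68-5-11; buffer or medium: DMEM plus 5-aza-dC sensitizer; compound: one concentration, pinned; timing: compounds 3 days, fix/stain 15 min at room temperature; benchmarks: positive control ellipticine, 6 µM final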
* marks the source's active call; other numbers are inactive results; ? = inconclusive; nt = no result given.

SMILES	INS-1E GSIS act	EWS-Fli block	DENV2 CPE rescue	ERp5 inh	CFTR F508del cor	PAX8 reporter	ARNT-TACC3 inh	XiGFP reactiv
CCc1nc2ccc(C(=O)NCc3ccc(OC)cc3)cn2c1N(CC)CCOC	-4	5	-6	4	-0.8	15	nt	0.0
C[C@@H]1CN([C@@H](C)CO)C(=O)c2cc(C#CCN(C)C)cnc2O[C@H]1CN(C)C	26	-7	3	-8	-0.4	nt	-5	-0.6
C[C@@H]1CCCCO[C@@H](CN(C)C(=O)Cc2ccccc2)[C@@H](C)CN([C@@H](C)CO)C(=O)c2cc(NC(=O)c3ccccc3)ccc2O1	-22	14	-1	-5	-0.9	nt	-7	0.0
CCOc1ncccc1C(=O)OC(C)C(=O)NC1CCCCC1 (configuration not stated)	12	0	1	-1	1.6	nt	3	0.0
O=C(O)c1ccc(-c2ccc(O)c(F)c2)cc1	22	0	1	2	-5.6	-17	-2	0.0
COc1cccc(C=NNC(=S)NC2CC3CCC2C3)c1O (configuration not stated)	-4	-36	0	3	-0.8	-147	nt	-0.2
Cn1cnc(S(=O)(=O)N2CC[C@H]3[C@H](CO)Nc4ccc(-c5ccccc5)cc4[C@H]32)c1	-9	-6	-2	-1	-0.5	-16	4	0.1
Cc1nnc(SCC(=O)NCc2ccccc2Cl)n(N)c1=O	-6	2	8	3	-0.5	-4	-5	0.0
O=C(CSc1nnc2ccccn12)NC(=O)NC1CCCC1	2	6	-1	-1	0.8	nt	3	nt
Cc1ccc(N(CC(O)CN2C(=O)NC(C)(C)C2=O)S(=O)(=O)c2ccc([N+](=O)[O-])cc2)cc1 (configuration not stated)	-1	1	4	2	6.1	9	0	0.2
Cc1ccccc1-c1cnc2c(c1)C(=O)N([C@@H](C)CO)C[C@@H](C)[C@@H](CN(C)C(=O)c1cccnc1)O2	-5	3	-8	2	3.0	nt	28	0.2
CCCC#Cc1ccc2c(c1)O[C@H](CN(C)Cc1ccccn1)[C@@H](C)CN([C@@H](C)CO)S2(=O)=O	-18	22	-1	2	-1.6	nt	-3	0.0
COC(=O)C[C@@H]1CC[C@H](NS(=O)(=O)c2cccc(F)c2)[C@@H](CO)O1	0	-7	-12	-3	0.8	-5	nt	-0.1
Cn1c(=O)c2c(SCC(=O)NC3CCCC3)nc(CC(C)(C)C)nc2n(C)c1=O	4	nt	-4	-4	-1.9	1	0	0.0
O=C1CN(C(=O)c2cc3ccccc3oc2=O)C(c2ccc(F)cc2)c2cc(Br)ccc2N1 (configuration not stated)	nt	-2	?	0	-4.1	6	-30	-0.1
C[C@@H]1CCCCO[C@H](CN(C)C(=O)CCC(F)(F)F)[C@H](C)CN([C@@H](C)CO)C(=O)c2cc(NC(=O)CCC(F)(F)F)ccc2O1	-1	-7	-10	1	-1.3	-9	-5	-0.1
C/C=C/c1ccc2c(c1)O[C@@H](CN(C)C(=O)Nc1ccc(C(F)(F)F)cc1)[C@H](C)CN([C@H](C)CO)S2(=O)=O	-12	24	-1	7	6.5	nt	-8	-0.6
CO/N=C/c1ccc(N2CCCC2)c([N+](=O)[O-])c1	-8	-35	5	1	-3.5	-40	6	-0.1
CCN1CC(c2ccccc2)C(c2ccc(Cl)cc2)=N1 (configuration not stated)	nt	15	-3	-1	0.8	-19	1	0.0
Cc1ccc(NC(=O)C2CCN(S(=O)(=O)c3ccc4c(c3)NC(=O)CO4)CC2)cc1C	-23	nt	5	10	0.9	12	-9	0.0

Part of the list above in another layout:
> Cc1ccc(N(CC(O)CN2C(=O)NC(C)(C)C2=O)S(=O)(=O)c2ccc([N+](=O)[O-])cc2)cc1 (configuration not stated)
  INS-1E GSIS act: -1	EWS-Fli block: 1	DENV2 CPE rescue: 4	ERp5 inh: 2	CFTR F508del cor: 6.1	PAX8 reporter: 9	ARNT-TACC3 inh: 0	XiGFP reactiv: 0.2
> COc1cccc(C=NNC(=S)NC2CC3CCC2C3)c1O (configuration not stated)
  INS-1E GSIS act: -4	EWS-Fli block: -36	DENV2 CPE rescue: 0	ERp5 inh: 3	CFTR F508del cor: -0.8	PAX8 reporter: -147	ARNT-TACC3 inh: nt	XiGFP reactiv: -0.2
> C/C=C/c1ccc2c(c1)O[C@@H](CN(C)C(=O)Nc1ccc(C(F)(F)F)cc1)[C@H](C)CN([C@H](C)CO)S2(=O)=O
  INS-1E GSIS act: -12	EWS-Fli block: 24	DENV2 CPE rescue: -1	ERp5 inh: 7	CFTR F508del cor: 6.5	PAX8 reporter: nt	ARNT-TACC3 inh: -8	XiGFP reactiv: -0.6
> Cn1cnc(S(=O)(=O)N2CC[C@H]3[C@H](CO)Nc4ccc(-c5ccccc5)cc4[C@H]32)c1
  INS-1E GSIS act: -9	EWS-Fli block: -6	DENV2 CPE rescue: -2	ERp5 inh: -1	CFTR F508del cor: -0.5	PAX8 reporter: -16	ARNT-TACC3 inh: 4	XiGFP reactiv: 0.1

Further entries follow:
SMILES	INS-1E GSIS act	EWS-Fli block	DENV2 CPE rescue	ERp5 inh	CFTR F508del cor	PAX8 reporter	ARNT-TACC3 inh	XiGFP reactiv
CCC1(c2ccc(Cl)cc2)NC(=O)N(CC(=O)NCc2ccc(F)cc2)C1=O (configuration not stated)	-22	5	0	5	-1.0	7	0	0.3
O=C(NCCCn1ccnc1)c1ccc(Br)o1	5	nt	-4	-2	nt	nt	8	nt
COc1ccc2c3c([nH]c2c1)[C@@H](CO)N(Cc1ccncc1)CC31CCN(CC2CCOCC2)CC1	9	-8	0	-2	1.5	-8	nt	0.0
O=C(Nc1nc2c(F)cc(F)cc2s1)c1ccccn1	-2	53*	-6	0	-1.8	6	18	0.2
C/C=C/c1ccc([C@H]2[C@@H](CO)N(Cc3cccc(F)c3)C23CN(C(=O)CC)C3)cc1	-21	3	-2	5	-1.9	5	nt	0.3
CC(NS(=O)(=O)c1cccc(Cl)c1F)[C@H](O)c1ccccc1 (some centres not stated)	-8	-1	-3	2	-2.8	-14	nt	0.0
COc1ccc(/C=C2\SC(=S)N(Cc3cccnc3)C2=O)cc1C	-18	nt	nt	nt	nt	-12	9	0.4
CCOc1ccc(C(CC(=O)O)NC(=O)Cc2ccc(Cl)cc2)cc1 (configuration not stated)	15	-3	-6	2	-0.9	-1	1	0.0
CCOC(=O)C1=C(C)N(CCCC(=O)NCc2ccc3c(c2)OCO3)C(=O)NC1c1ccc(Br)cc1 (configuration not stated)	6	7	-9	-4	3.6	1	nt	-0.2
C[C@@H](NC(=O)c1ncn2c1c(=O)[nH]c1ccc(Br)cc12)c1ccccc1	-3	32	-8	-2	-0.8	-7	nt	0.7
CCN(c1ccc(OC)cc1)S(=O)(=O)c1ccc(-c2ccc(=O)[nH]n2)o1	3	nt	-8	3	-1.2	4	0	0.1
CC(=O)c1ccc(S(=O)(=O)N2CCN(c3ccnc4cc(Cl)ccc34)CC2)cc1	-5	6	-5	-8	3.7	16	nt	0.1
Cc1noc(C)c1S(=O)(=O)Nc1ccc2c(c1)C(=O)N([C@H](C)CO)C[C@H](C)[C@@H](CN(C)Cc1ccc(C(=O)O)cc1)OCCCC[C@@H](C)O2	11	-8	16	-1	0.1	-7	-6	0.1
N#C/C(=C/c1ccc(-c2ccc(S(=O)(=O)N3CCOCC3)cc2)o1)C(=O)NC1CC1	nt	15	-12	0	2.9	-12	15	0.3
O=C(Nc1ccccc1)N1CCCCN2[C@@H](CO)[C@H](c3ccc(C#Cc4ccccn4)cc3)[C@@H]2C1	-19	-3	13	4	0.9	-2	7	1.5
Cc1noc(C)c1NC(=O)Nc1ccc2c(c1)CC(=O)N([C@@H](C)CO)C[C@H](C)[C@H](CN(C)C(=O)NC(C)C)O2	5	-4	1	nt	5.3	-8	-2	-1.2
Nc1[nH]c(C(=O)c2ccc(Br)cc2)c(-c2ccc(Br)cc2)c1C(=O)NCCc1c[nH]c2ccccc12	1	1	3	8	0.7	9	nt	0.2
O=C(CN1CCNC(=O)C1)NCCc1ccc(Cl)cc1Cl	9	-8	2	4	0.1	11	0	-0.1
O=C1c2ccccc2S(=O)(=O)c2cc(C(=O)N3CCC(N4CCCC4)CC3)ccc21	18	10	nt	nt	2.1	0	1	0.0
Cc1ccc(S(=O)(=O)Nc2ccc3c(c2)CC(=O)N([C@@H](C)CO)C[C@@H](C)[C@H](CN(C)C(=O)Nc2ccc(F)cc2)O3)cc1	0	1	7	0	-0.5	-12	8	0.0
O=C(/C=C/c1cccc(Cl)c1)OCc1cn2cc(Cl)ccc2n1	-2	-2	0	3	-0.7	23	-1	0.1
O=S(=O)(Nc1ccc(-c2ccc(N3CCOCC3)nn2)cc1)c1ccc(Cl)c(Cl)c1	12	15	-2	1	-0.1	0	3	0.0
O=C(COC(=O)c1ccc2c(c1Cl)C(=O)c1ccccc1C2=O)NC1CCCCC1	5	7	-5	-4	1.1	13	2	0.1
C/C(CC(C)(C)c1ccccc1)=N\NS(=O)(=O)c1ccccc1	11	4	-1	-3	1.9	-18	-5	0.2
O=C(CSc1nnc(-c2cccnc2)o1)Nc1cccc(F)c1	4	-79	0	2	-1.0	-129	-1	-0.7
Cc1[nH]c2ccc(F)cc2c1CCNC(=O)C1CCCCC1C(=O)OCC(F)(F)F (configuration not stated)	-27	nt	nt	nt	nt	-8	0	0.0
C[C@@H]1CN([C@H](C)CO)C(=O)c2cc(-c3cccc(F)c3)cnc2O[C@H]1CN(C)Cc1cccnc1	25	5	5	2	-3.8	nt	0	-0.6
Cc1ccc(S(=O)(=O)NCc2ccccc2)cc1C(=O)N1CC(C)CC(C)C1 (configuration not stated)	-60	4	-4	5	8.3*	7	-13	0.0
C[C@H](CO)N1C[C@H](C)[C@H](CN(C)C(=O)C2CCCCC2)OCCCC[C@H](C)Oc2ccc(NC(=O)Nc3ccc(F)cc3)cc2C1=O	-27	5	-9	1	-0.9	74*	-7	0.0
COc1ccc(Cl)cc1NC(=O)COC(=O)CCCN1C(=O)c2ccccc2C1=O	12	10	20	9	nt	1	16	0.4
Cc1ccc(S(=O)(=O)N(C)CC(=O)NCCCc2ccccc2)cc1	-24	13	2	-2	2.0	21	-8	0.2
COc1ccc(CCNC(=O)[C@@H](NC(=O)N2CCn3c2nc2ccccc23)C(C)C)cc1OC	6	nt	6	4	2.8	8	nt	0.0
CC(C)NC(=O)N[C@@H]1CC[C@H](CCNC(=O)C2CCCC2)O[C@H]1CO	3	4	11	3	-3.4	-8	nt	-0.1
O=C(NCc1ccccc1)c1cccc(S(=O)(=O)NCc2ccccc2)c1	-20	13	14	-5	-1.0	40	-1	0.0
COc1cccc(S(=O)(=O)Nc2ccc3c(c2)OC[C@@H](C)NC[C@H](C)[C@@H](OC)CN(C)C3=O)c1	4	8	-13	-3	0.7	nt	29	0.2
O=C(CN1CCN(CC(=O)Nc2ccccc2F)CC1)Nc1cccc(F)c1	2	-15	1	4	-0.5	-16	-1	0.2
